mHtt clearance = clearance of mutant huntingtin inclusions, primary screen, imaging, HeLa Exon1htt(103Q)mCFP, confocal imaging. AID 853, 2007. inhibition, % at 1.5 µM. aggregate imaging; zero = plate's median compound well. 47,000 tested, 0.42% active;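 active means inhibition of aggregate fluorescence above about 70%, also judged a hit by eye on the cell image, limit read from the data, passing the limit was not always enough; inconclusive means no rule stated for this call; inactive means not judged a hit on image review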;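 further: cells exposed to compound for three days before fixation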
mHtt clearance grain fraction = second read-out of mHtt clearance, no call of its own (marks repeat the call); fraction fluorescence in grains; measured here: aggregate grain fluorescence fraction; hits give low values;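 scaled fraction of total cell fluorescence in grains with unit not stated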
* = called active by the depositor; u = inconclusive; x = not tested or not shown. This is a subset; the hit share may differ from the screen's.

SMILES	mHtt clearance	mHtt clearance grain fraction
CCOC(=O)c1nn(-c2ccccc2F)c(C)c1C(C)=O	-29	48
COC(=O)c1cccc(NC(=O)NC2CCCN2S(=O)(=O)c2ccc(Cl)cc2)c1 (stereo unspecified)	17	17
CCOCCCNC(=O)c1c(N)n(-c2ccc(S(N)(=O)=O)cc2)c2nc3ccccc3nc12	-49	31
COc1ccccc1NC(=O)CSc1nnc(COc2ccc(Cl)cc2)n1Cc1ccco1	-33	54
COc1ccc(NC(=O)N2CCn3c2nc2ccccc23)cc1	16	16
COC(=O)c1ccc(NC(=O)CN(c2ccc(C)cc2)S(=O)(=O)c2c(C)n[nH]c2C)cc1	21	23
Cc1ccc2c3c1C1(C(=O)N3C(C)(C)CC2C)C(C#N)=C(N)Oc2cc(O)ccc21 (stereo unspecified)	-16	21
CN=C(NC)SC1CC(=O)N(c2ccccc2)C1=O (stereo unspecified)	43	12
CCOC(=O)N1CC=C2C(C#N)=C(N)C(C#N)(C#N)[C@H](c3ccc(OCC)c(OCC)c3)[C@H]2C1	11	20
Cc1[nH]c(=O)c(C(=O)/C=C/c2ccccc2F)c2c1CCCC2	-41	47
CC1=C(C(=O)OCC2CCCO2)C(c2ccccc2Cl)NC(=O)N1 (stereo unspecified)	-62	29
CCOCCCNC(=O)C1CCN(c2cc(C)nc3c(-c4ccc(OC)c(OC)c4)c(C)nn23)CC1	31	26
CCOc1ccc2[nH]c(S(=O)(=O)CC)nc2c1Cl	20	15
CCCS(=O)(=O)N1CCCC(C(=O)N2CCOCC2)C1 (stereo unspecified)	-60	33
CCCOc1cc(C)nc(-c2ccccc2O)n1	0	38
CCOC(=O)c1sc(NC(=O)CSc2nnnn2-c2ccc(C)c(C)c2)nc1C	-6	40
CCCOc1cccc(-c2nnc(N)s2)c1	-4	35
CCC(C)NC(=O)CO/N=C/c1ccc(C(=O)OC)cc1 (stereo unspecified)	-3	23
CN(C)c1cccc(C(=O)Nc2ccc3nc4n(c(=O)c3c2)CCCCC4)c1	-15	47
COCCn1cnnc1SCC(=O)Nc1ccccc1C(=O)Nc1ccc2c(c1)OCO2	-58	55

15 entries out of the list, sorted by length of the SMILES, rising.
SMILES	mHtt clearance	mHtt clearance grain fraction
CCCOc1cccc(-c2nnc(N)s2)c1	-4	35
CCCOc1cc(C)nc(-c2ccccc2O)n1	0	38
CN=C(NC)SC1CC(=O)N(c2ccccc2)C1=O (stereo unspecified)	43	12
CCOc1ccc2[nH]c(S(=O)(=O)CC)nc2c1Cl	20	15
CCCS(=O)(=O)N1CCCC(C(=O)N2CCOCC2)C1 (stereo unspecified)	-60	33
CCOC(=O)c1nn(-c2ccccc2F)c(C)c1C(C)=O	-29	48
CC1=C(C(=O)OCC2CCCO2)C(c2ccccc2Cl)NC(=O)N1 (stereo unspecified)	-62	29
Cc1[nH]c(=O)c(C(=O)/C=C/c2ccccc2F)c2c1CCCC2	-41	47
CCOC(=O)c1sc(NC(=O)CSc2nnnn2-c2ccc(C)c(C)c2)nc1C	-6	40
COc1ccccc1NC(=O)CSc1nnc(COc2ccc(Cl)cc2)n1Cc1ccco1	-33	54
COC(=O)c1cccc(NC(=O)NC2CCCN2S(=O)(=O)c2ccc(Cl)cc2)c1 (stereo unspecified)	17	17
Cc1ccc2c3c1C1(C(=O)N3C(C)(C)CC2C)C(C#N)=C(N)Oc2cc(O)ccc21 (stereo unspecified)	-16	21
CCOCCCNC(=O)C1CCN(c2cc(C)nc3c(-c4ccc(OC)c(OC)c4)c(C)nn23)CC1	31	26
COC(=O)c1ccc(NC(=O)CN(c2ccc(C)cc2)S(=O)(=O)c2c(C)n[nH]c2C)cc1	21	23
CCOC(=O)N1CC=C2C(C#N)=C(N)C(C#N)(C#N)[C@H](c3ccc(OCC)c(OCC)c3)[C@H]2C1	11	20

Part of the list above in another layout.
> CCOC(=O)c1sc(NC(=O)CSc2nnnn2-c2ccc(C)c(C)c2)nc1C
  mHtt clearance: -6
  mHtt clearance grain fraction: 40

> CCCS(=O)(=O)N1CCCC(C(=O)N2CCOCC2)C1 (stereo unspecified)
  mHtt clearance: -60
  mHtt clearance grain fraction: 33

Next entries.
SMILES	mHtt clearance	mHtt clearance grain fraction
CS(=O)(=O)N1CCCC(C(=O)NCc2ccccn2)C1 (stereo unspecified)	59	16
CCOC(=O)c1cnc(SC)nc1Oc1cccc(NS(=O)(=O)c2ccc(F)cc2)c1	2	40
CCN1CCN(c2nc3ccccc3nc2C(C#N)C(=O)OC2CCCCC2)CC1 (stereo unspecified)	0	37
C=CCn1c(C)cc(C(=O)CSc2nnc(Cc3ccccc3)o2)c1C	-5	40
CCCCCOC(=O)Nc1nnc(CCC)s1	-14	42
CCOC(=O)C(C)Sc1nnc(Cn2c(=O)sc3ccccc32)n1-c1ccccc1 (stereo unspecified)	-23	41
COc1cccc2c1N1C(=O)c3c(C(=O)O)cccc3C1CC2(C)C (stereo unspecified)	-12	41
CCCc1[nH]nc2c1C(c1ccc(OC)c(Cn3nnc4ccccc43)c1)C(C#N)=C(N)O2 (stereo unspecified)	24	15
COc1cccc(-n2c(SCC(=O)N3CCOCC3)nc3c([nH]c4ccccc43)c2=O)c1	-16	20
COc1cccc(C(=O)Nc2cccc(OC(C)=O)c2)c1	-40	24
Cc1[nH]c(=O)[nH]c(=O)c1S(=O)(=O)Nc1ccc(Oc2ccccc2)cc1	5	18
Cc1nc2cc(C(F)(F)F)ccc2n1C1CCN(CC(=O)N2CCOCC2)CC1	19	18
Brc1ccc(-c2nnc3ccc(N4CCN(c5ccccc5)CC4)nn23)cc1	-56	61
Cc1cccc(NC(=O)c2oc3c(c2C)C(=O)CC(C)(C)C3)n1	7	17
Cc1ccc(-n2c(C)cn(C(=O)c3ccccc3)c2=S)cc1	-28	22
CCOC(=O)c1ccc(N=CC2=C(O)CC(C)(C)CC2=O)cc1	4	38
COc1ccc(C(=O)NC2(C(F)(F)F)C(=O)N(Cc3ccco3)C3=C2C(=O)CC(C)(C)C3)cc1OC (stereo unspecified)	28	27
COC(=O)C1(C(=O)OC)Sc2ccccc2C1=O	62	7.8
Cc1ccc(CCNC(=O)CC2Oc3ccc(C)cc3NC2=O)cc1 (stereo unspecified)	13	29
Cc1nn(-c2ccccc2)c2c1/C(=N/O)CC(C)(C)C2	-47	42
O=C1C2=C(c3ccccc31)[N+](=O)C1CCCCC1N2[O-] (stereo unspecified)	u	x
Cc1cc(C)c(C#N)c(N2CCSCC2)n1	28	30
COc1ccc(CCN2C(=O)c3[nH]nc(-c4ccccc4O)c3C2c2cccc(O)c2)cc1OC (stereo unspecified)	43	23
Cc1occc1C(=O)Nc1ccc2ccccc2c1	60	14
CC1CN/C(=C\C(=O)c2ccccc2)C(=O)N1 (stereo unspecified)	-17	51
COc1ccc(CNc2oc(COc3ccccc3)nc2C#N)cc1	19	35
O=C(Nc1sc2c(c1C(=O)O)CCC2)c1ccccc1	-5	25
COc1ccc(-n2c(=O)c3c4c(sc3n(CC(=O)NCc3ccco3)c2=O)CCC4)c(OC)c1	8	34
Cc1ccc(S(=O)(=O)Oc2cccc(N3C(=O)C4CC=CCC4C3=O)c2)cc1 (stereo unspecified)	31	14
O=C(Nc1cccnc1)c1ccc(CN2CCc3ccccc3C2)cc1	21	25
COc1cccc(CNCCNC(=O)c2nonc2N)c1	-3	41
CCc1ccc2[nH]c(=O)c(C(c3nnnn3Cc3ccco3)N3CCC(C)CC3)cc2c1 (stereo unspecified)	39	20
COc1ccc(NC(=O)c2ccco2)c(OC)c1	46	11
Cc1nc2ccc(S(=O)(=O)NC(C(=O)N3CCCC3)C(C)C)cc2s1 (stereo unspecified)	13	28
CCOc1cccc(-c2nnc3sc(COc4ccc(Cl)cc4)nn23)c1	-35	54
CSc1cccc(NC(=O)CN(C)S(=O)(=O)c2ccc(C)cc2)c1	54	9.2
COc1ccc(S(=O)(=O)N(C)c2ccc(C(=O)N3CCOCC3)cc2)cc1	-14	23
C=CCN(CC(=O)NCc1ccc(OC)cc1)C(=O)c1csnn1	43	10
CCOC(=O)C1=C(Cn2cnc3ccccc32)NC(=O)NC1c1ccc(Cl)cc1 (stereo unspecified)	19	16
Cc1c(NC(=O)C2CCCNC2=O)c(=O)n(-c2ccccc2)n1C (stereo unspecified)	0	37
COc1ccc(C(C(=O)OC(C)CN(C)C)c2ccccc2)cc1 (stereo unspecified)	-10	22
COc1ccc(C(=O)CSc2cc(C)nc(SCC(=O)c3ccc(C)cc3)n2)cc1	41	11
CCOc1cccc(NC(=O)C2CC(=O)NC(=Nc3ccccc3)S2)c1 (stereo unspecified)	6	44
Cn1c(-c2ccccc2)c(CCO)c2ccccc21	20	13
C/C=C/c1ccccc1OCc1ccc(C(=O)OC)o1	-14	45
CCn1nnc(-c2ccccc2NS(=O)(=O)c2ccc(S(=O)(=O)N(C)C3CCCCC3)cc2)n1	11	19
CC(=O)Nc1ccc(C(=O)NC2CCCC2)cc1	11	19
FC(F)(F)c1cc(C(F)(F)F)c2ccc(N3CCN(c4ccccc4)CC3)nc2n1	8	20
O=C(c1cnn2c(C(F)F)cc(C3CC3)nc12)N1CCCC1	4	23
COc1ccc(-n2c(Cc3cc(=O)[nH]c(=O)[nH]3)nnc2SCC(=O)N2CCCC2)cc1	-198	134
COC(=O)Cc1c(C)nc2nc(-c3ccc(Cl)cc3)[nH]n2c1=O	8	15
CC(C)(C)OC(=O)NCCc1nnc(SCc2ccc(Cl)cc2Cl)o1	35	23
CN1CCCCc2c1[nH]c1ccccc1c2=O	22	29
NC(=O)c1ccccc1NC(=O)NC1CCCCC1	7	18
O=C(COc1ccccc1)N1CCN=C1c1ccccc1	-5	22
COc1ccc(NC(=O)NCCCN2CCCCC2C)cc1 (stereo unspecified)	-7	39
CC1CCCC(NC(=O)CCn2c(=O)oc3ccccc32)C1C (stereo unspecified)	-3	20
Cc1cc2cc(CNC(=O)c3ccc(S(=O)(=O)N4CCCCC4)cc3)ccc2n1C	-156	120
COc1ccc(CC(NC(C)=O)C(=O)NC2CCN(C(=O)Nc3ccc(Cl)cc3)CC2)cc1OC (stereo unspecified)	-10	42
O=C(CN1CCC(c2nc3ccccc3[nH]2)CC1)Nc1ccc2c(c1)OCO2	10	19
(list continues)
SMILES	mHtt clearance	mHtt clearance grain fraction
COc1ccccc1N1C(=O)CC(Sc2nccc(C)n2)C1=O (stereo unspecified)	28	27
CC(C)Sc1nc2ccccc2n1CC(N)=O	22	34
Cc1nc(SCC(=O)NCc2ccco2)c2c(C)c(C)sc2n1	13	18
O=S(=O)(O/N=C1\CCCc2ccccc21)c1ccccc1	-17	23
Cc1ccc(/C=[N+](/[O-])C2SC(=S)N(C)C2(C)C)cc1 (stereo unspecified)	9	36
CCCc1cc(N2CCCC(C(=O)Nc3cc(Cl)ccc3OC)C2)n2ncnc2n1 (stereo unspecified)	-30	25
CC(C)C1N(C(=O)CN2CCCC2)CCN1S(=O)(=O)c1ccccc1 (stereo unspecified)	30	31
CC(C)N1C(=O)CCC1C(=O)NC1CCCC1 (stereo unspecified)	20	34
N=c1c2c(n(Cc3ccc(F)cc3)c3c1CCC3)CCC2	-10	49
O=C(Nc1nc(-c2ccc(S(=O)(=O)N3CCOCC3)cc2)cs1)c1ccccc1	51	21
O=C(Cc1ccc(Cl)cc1)N1CCN(C(=O)c2ccco2)CC1	-16	46
Cc1cccc(N(C(=O)c2csnn2)C(C(=O)NC(C)(C)C)c2ccncc2)c1 (stereo unspecified)	25	23
COc1cc(CC(=O)NCc2ccc3c(c2)OCO3)cc(OC)c1OC	-3	18
CCc1cc(C=NC2CCCCC2)c(O)s1	28	21
COc1ccccc1OCCn1c(=O)sc2ccccc21	5	17
Cc1csc(NC(=O)CSc2nsc(SCC(=O)Nc3nc(C)cs3)c2C#N)n1	10	30
Cc1ccc(S(=O)(=O)N2CCN(c3nc(C)nc4sc(C)c(C)c34)CC2)cc1	21	16
O=C(Nc1ccc(-c2nc3ccccc3o2)cc1)C1CCCO1 (stereo unspecified)	-1	20
Cc1ccc2cc(C3C(C#N)=C(N)Oc4c3ccc3cccnc43)c(=O)[nH]c2c1 (stereo unspecified)	35	24
COc1cccc2sc(N3CCN(c4nc5ccccc5s4)CC3)nc12	1	34
COc1ccc(CCNC(=O)CSc2nnc(Cn3c(=O)sc4ccccc43)n2C)cc1OC	-61	65
O=c1oc2ccccc2cc1-c1nc2ccccc2o1	52	18
Cc1ccc(C2CC(=O)Nc3cc4c(cc32)OCO4)o1 (stereo unspecified)	2	16
O=C1NC2(CCCC2)N=C1c1ccc(Cl)cc1	24	26
CCCCNC(=O)c1ccccc1NS(=O)(=O)c1ccc2c(c1)OCCO2	63	7.1
Cc1cccc(N2CCN(C(=O)Cn3ccc4ccccc4c3=O)CC2)c1C	-30	58
Cc1cc(NC(=O)c2cc(-c3cccnc3)nc3c(C)c(C)ccc23)no1	12	16
CCc1c(C)nc2ncnn2c1NCc1cccs1	-56	60
O=C(CSc1ccc2ccccc2n1)N1CCC(c2noc3ccc(F)cc23)CC1	36	12
CC(C)CNC(=S)NNC(=O)c1nn(C)cc1Cl	-31	25
Cc1ccc(S(=O)(=O)CCC(=O)Nc2nccs2)cc1	8	19
CCn1cc(C(=O)OCc2ccc(F)cc2)c(=O)c2ccc(C)nc21	8	18
CCOc1ccc(C2=Nn3c(nnc3-c3ccccn3)SC2)cc1	12	31
Cc1cccc(C(=O)Nc2ccccc2N2CCN(c3ccc(F)cc3)CC2)c1	-1	20
Cc1ccc(-n2nc(C(=O)c3ccccc3)n3c(=O)c(Cc4ccccc4)nnc23)cc1	19	16
O=C(CSc1nnnn1-c1cccc2c1CCCC2)NC1CCCC1	12	31
CCCOc1ccccc1C(=O)NC(CO)C(=O)O (stereo unspecified)	6	18
Cc1cc([N+](=O)[O-])c(-c2ccc(/C=N/n3cnnc3)o2)cc1Cl	-20	40
Cc1cc(C)nc(NC2=NCC(=O)N2CCc2c[nH]c3ccccc23)n1	-151	49
CC(=O)c1ccc2c3c(cccc13)C(=O)N(c1c(C)nn(C)c1C)C2=O	9	42
C=CCN(C(=O)Nc1ccccc1)C1CC(=O)N(c2ccc(OC)cc2)C1=O (stereo unspecified)	-45	54
CCOC(=O)C1C2C=CC3(CN(CCc4ccccc4)C(=O)C13)O2 (stereo unspecified)	38	11

High-throughput results deposited in PubChem by Columbia University Molecular Screening Center.
